Assay outcomes as filed in PubChem BioAssay.
Htt clearance: mutant huntingtin protein clearance; HeLa Exon1htt(103Q)mCFP, aggregate imaging; zero = plate's median compound well; inhibition, % at 1.5 µM; hit rate 0.42% among 47,000; AID 853;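 active = inhibition of aggregate fluorescence above about 70%, also judged a hit by eye on the cell image, limit read from the data, passing the limit was not always enough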;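 note: cells exposed to compound for three days before fixation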
Htt clearance grain fraction: further read-out of Htt clearance, marked with its call; fraction fluorescence in grains; measured here: aggregate grain fluorescence fraction; active compounds read low;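 scaled fraction of total cell fluorescence in grains with unit not stated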
* marks the source's active call; other numbers are inactive results. An excerpt; rates above refer to the full screens.

cpd | compound | Htt clearance | Htt clearance grain fraction
1 | CCn1c(=O)cc(SCC(=O)N2CCC(C)CC2)c2ccccc21 | -29 | 47
2 | Cc1ccc(NC(=O)CSc2nc3ccccc3c3nc(CCc4c(C)n[nH]c4C)nn23)cc1F | -22 | 20
3 | O=C(Nc1cccnc1)c1c(O)c2cccc3c2n(c1=O)CC3 | -58 | 32
4 | O=C(Nc1cccc2nsnc12)c1ccc2c(c1)OCO2 | 6 | 35
5 | Cn1c[n+](C)cc1/C=N/O | 1 | 36
6 | Fc1ccccc1N1CCN(Cc2nc(-c3ccccc3)no2)CC1 | -11 | 20
7 | Cc1ccc(NC(=S)NNC(=O)c2ccccc2OC(F)F)cc1 | -10 | 43
8 | Cc1ccc2nc(-c3cccc(S(=O)(=O)N(C)C)c3)cn2c1 | -9 | 37
9 | O=c1cc(O)nc(SCc2ccccc2Cl)[nH]1 | -3 | 35
10 | COC(=O)C1=C(C)N(C)C(C)=C(C(=O)OC)C1c1ccncc1 | -35 | 24
11 | O=C(c1cc(-c2cccs2)on1)N1CCN(c2ccc(F)cc2)CC1 | -8 | 21
12 | COc1ccc(N2CCC(CNC(=O)Nc3ccc(OC)cc3OC)C2)cc1 (centres undefined) | 26 | 15
13 | COc1ccc(OCc2nnc(SCC(=O)NCc3ccco3)o2)cc1 | 7 | 32
14 | COc1ccc(CNC(=O)C23CN(Cc4ccccc4)CC2C(c2ccc([N+](=O)[O-])cc2)=NO3)cc1 (centres undefined) | -66 | 65
15 | Cc1ccc(C)c(-c2cc(C(=O)Nc3nccs3)c3ccccc3n2)c1 | -10 | 24
16 | CCCC(=O)Nc1ccc(C(=O)NCC2CCCO2)cc1 (centres undefined) | -25 | 28
17 | N#Cc1c(-c2ccccc2)nc(N2CCOCC2)[nH]c1=O | 59 | 8.4
18 | NC(=O)CSc1nnc(-c2ccncc2)n1CCc1ccccc1 | 31 | 24
19 | COC(=O)c1ccc(NC(=O)CCn2c(=O)oc3ccccc32)cc1 | 50 | 19
20 | Cc1cccc(C)c1NC(=O)c1cc(S(=O)(=O)N2CCOCC2)ccc1F | -26 | 25

3 records drawn at random from those above:
cpd | compound | Htt clearance | Htt clearance grain fraction
2 | Cc1ccc(NC(=O)CSc2nc3ccccc3c3nc(CCc4c(C)n[nH]c4C)nn23)cc1F | -22 | 20
13 | COc1ccc(OCc2nnc(SCC(=O)NCc3ccco3)o2)cc1 | 7 | 32
14 | COc1ccc(CNC(=O)C23CN(Cc4ccccc4)CC2C(c2ccc([N+](=O)[O-])cc2)=NO3)cc1 (centres undefined) | -66 | 65

The results go on.
cpd | compound | Htt clearance | Htt clearance grain fraction
21 | COc1ccc(OCCN2CCN(C3CC(=O)N(CCC(C)C)C3=O)CC2)cc1 (centres undefined) | -7 | 47
22 | Cc1c(C#N)c2ncnc(-c3ccccc3)c2n1-c1ccccc1 | 46 | 11
23 | O=C(OCC1COc2ccccc2O1)c1ccccc1F (centres undefined) | -51 | 50
24 | COc1cccc(NC(=O)N2CCCC(C(=O)Nc3ccccc3OC)C2)c1 (centres undefined) | -17 | 40
25 | Cc1ccccc1OCCNC(=O)c1ccccc1Sc1ccccc1C#N | 36 | 14
26 | Cc1ccc(C(C)C)c(OCC(=O)Nc2ccc(N3CCN(S(C)(=O)=O)CC3)cc2)c1 | 3 | 17
27 | COC(C(=O)Nc1ccc(F)cc1)c1ccccc1 (centres undefined) | 11 | 17
28 | O=C(Nc1ccccc1)c1c(F)cccc1F | -44 | 28
29 | Cc1[nH]c2c(ccc3ccccc32)c1C1C(CCN)C1(C)C (centres undefined) | -6 | 30
30 | C1CCc2c(nc3nnnn3c2NC2CCCC2)C1 | -6 | 43
31 | CC(C)(C)NC(=O)c1cnn(-c2ccccc2)c1NC(=O)c1ccccc1 | 64 | 7.2
32 | Cc1cc(C)nc(-n2nc(C)cc2NC(=O)COC(=O)CCC(=O)c2cccs2)n1 | -29 | 43
33 | Cc1ccccc1-c1nc2cc(N)ccc2o1 | 30 | 30
34 | O=C(NCSc1ccncn1)c1ccccc1 | -12 | 40
35 | O=S(=O)(c1ccc(F)cc1)N1CCN(c2nc(-c3ccc(F)cc3)cs2)CC1 | -38 | 52
36 | C=CCNC(=O)CN1CCC(O)(c2ccccc2)CC1 | 10 | 31
37 | CCC(=O)N1CCc2cc(S(=O)(=O)NC(C(=O)N3CCc4ccccc4C3)C(C)C)ccc21 (centres undefined) | -11 | 23
38 | CCn1c(SCc2nc(-c3ccccc3)no2)nnc1-c1ccco1 | 12 | 15
39 | COc1cc(OC)c(NS(=O)(=O)c2coc(C(N)=O)c2)cc1Cl | -103 | 98
40 | CCOc1ccc2c(c1)C(c1ccc(C)cc1)=NNC(c1ccc(C)cc1)=N2 | 38 | 11
41 | CCCCOC(=O)n1c(=O)oc2cc(S(=O)(=O)N3CCCCC3)ccc21 | 72* | 5.1*
42 | CCOC(=O)C1=C(c2ccccc2)NC(=O)NC1c1ccc(OCC#N)c(OC)c1 (centres undefined) | 28 | 24
43 | CC(C)C(=O)Nc1ncc(C(F)(F)F)cc1Cl | 20 | 32
44 | CS(=O)(=O)Nc1ccc(C(=O)NCCC2=CCCCC2)cc1 | 1 | 20
45 | CCOC(=O)C1CCCN(c2cc(C)nc3cc(-c4ccc(F)cc4)nn23)C1 (centres undefined) | 42 | 20
46 | CCCC1(C(=O)O)NC(c2ccc(OC)cc2O)C2C(=O)N(c3ccc(OC)cc3)C(=O)C21 (centres undefined) | 21 | 28
47 | CN(C)S(=O)(=O)c1ccc(C(=O)NCc2cccs2)cc1 | -26 | 56
48 | CCOc1ccccc1C(=O)N(Cc1ccccc1)Cc1cc2cc3c(cc2[nH]c1=O)OCCO3 | -8 | 19
49 | C=CCn1c(C(C)NC(=O)CC)nc2ccccc21 (centres undefined) | -62 | 34
50 | CCN(CC)S(=O)(=O)c1ccc2c3c(cccc13)C(=O)S2 | -9 | 39
51 | CCn1c(SCC(=O)Nc2cccc(C)c2)nc2c(c1=O)SC(C)C2 (centres undefined) | 13 | 27
52 | CC(OC(=O)c1cccs1)C(=O)NCc1ccc2c(c1)OCO2 (centres undefined) | -76 | 36
53 | O=C(CCN1C(=O)C2C3C=CC(C3)C2C1=O)Nc1c(F)cc(F)cc1Br (centres undefined) | -30 | 26
54 | CCSc1nnc(NC(=O)CSc2nccn2-c2cccc(C)c2C)s1 | 8 | 31
55 | CCOC(=O)N1CCN(C(=O)c2cccc(OC)c2OC)CC1 | 23 | 15
56 | Cc1cccc(C)c1NC(=O)C(=O)NCc1ccccn1 | 12 | 20
57 | COc1ccc(C2CC(c3ccco3)n3ncnc3N2)cc1 (centres undefined) | 23 | 24
58 | CCOC(=O)c1[nH]c2ccc(OC)cc2c1NC(=O)CCN1CCN(Cc2ccccc2)CC1 | 22 | 25
59 | Cc1onc(-c2ccccc2Cl)c1C(=O)Nc1cc(=O)n(C)c(=O)n1C | 25 | 12
60 | Cc1noc(C)c1C(=O)NC(C)C1CCCO1 (centres undefined) | 13 | 40

Exported field by field: three of the compounds above
15) Cc1ccc(C)c(-c2cc(C(=O)Nc3nccs3)c3ccccc3n2)c1
  Htt clearance = -10 | Htt clearance grain fraction = 24
16) CCCC(=O)Nc1ccc(C(=O)NCC2CCCO2)cc1 (centres undefined)
  Htt clearance = -25 | Htt clearance grain fraction = 28
17) N#Cc1c(-c2ccccc2)nc(N2CCOCC2)[nH]c1=O
  Htt clearance = 59 | Htt clearance grain fraction = 8.4

(listing goes on)
cpd | compound | Htt clearance | Htt clearance grain fraction
61 | Cc1cc(OCC(=O)N(C)C)c2c(-c3ccccc3)cc(=O)oc2c1 | -183 | 105
62 | CC(=O)C1=C(C)Nc2ncnn2C1c1ccccc1Cl (centres undefined) | 18 | 30
63 | CCc1ccc(OCC(=O)Nc2ccc(-c3nc4ccccc4o3)c(O)c2)cc1 | -37 | 28
64 | COCCOc1cc(Nc2nnc(C(F)(F)F)s2)c(Cl)cc1Cl | -24 | 24
65 | Cc1cccc(NS(=O)(=O)c2cccs2)n1 | 66 | 6.6
66 | Cc1ccc(Cn2ccc(NC(=O)c3cc(-c4ccco4)on3)n2)cc1 | -20 | 49
67 | O=C(NCCCN1CCOCC1)c1cc(-c2cccs2)on1 | 12 | 36
68 | Cc1nc2ccc(S(=O)(=O)NCC(=O)NCCN3CCCCCC3)cc2s1 | -18 | 45
69 | Cc1ccc(O)c(NC(=O)c2cccc(NC(=O)c3ccco3)c2)c1 | -34 | 30
70 | Cc1cc(S(=O)(=O)N(Cc2ccc(C(C)C)cc2)CC2CCCO2)ccc1-n1cnnn1 (centres undefined) | 26 | 13
71 | CC1(C)CC(=O)c2cc(OCC(=O)N3CCOCC3)ccc2O1 | 28 | 13
72 | COc1ccc(NC(=O)CN2CCN(C3c4ccccc4-c4ccccc43)CC2)c(OC)c1 | 23 | 29
73 | COc1ccc2c(c1)C(=O)N(c1ccccc1OC)C(=O)C2(C)C | -18 | 51
74 | O=C(O)C1C2C=CC(C2)C1C(=O)OCc1ccccc1 (centres undefined) | -18 | 23
75 | Cc1ccc(Cl)cc1N1CCN(C(CC(C)C)c2nnnn2CC2CCCO2)CC1 (centres undefined) | 5 | 33
76 | Cc1cccc(C)c1OCC(=O)Nc1cccc(NC(=O)c2ccco2)c1 | 11 | 17
77 | COC(=O)c1c(NC(=O)CN2CCN(c3ccccc3)CC2)c2c(C)cccc2n1C | 5 | 35
78 | COc1cc(/C=N/n2cnnc2)ccc1OC(=O)c1ccncc1 | -3 | 40
79 | Cc1ccccc1NC(=O)CSc1nnc(-c2ccccc2)n1-c1ccccc1 | -20 | 48
80 | Cc1ccc2nc(NC(=O)c3ccc4ncsc4c3)sc2c1 | 54 | 16

Reprinted from the part before: 3 entries, then new ones.
cpd | compound | Htt clearance | Htt clearance grain fraction
78 | COc1cc(/C=N/n2cnnc2)ccc1OC(=O)c1ccncc1 | -3 | 40
79 | Cc1ccccc1NC(=O)CSc1nnc(-c2ccccc2)n1-c1ccccc1 | -20 | 48
80 | Cc1ccc2nc(NC(=O)c3ccc4ncsc4c3)sc2c1 | 54 | 16
81 | CC1CCN(C(=S)NC(=O)c2ccccc2)CC1 | 34 | 11
82 | CC1CCN(CC(=O)N2c3ccccc3CCc3ccccc32)CC1 | 31 | 11
83 | O=C(NCc1cccnc1)C1c2ccccc2C(=O)N1Cc1ccco1 (centres undefined) | 47 | 11
84 | COc1ccc(C(=O)Nc2ccc(S(=O)(=O)Nc3nccnc3OC)cc2)cc1OC | 34 | 11
85 | CCCC(=O)Nc1ccc(S(=O)(=O)N2CCOCC2)cc1 | -2 | 18
86 | COc1ccc(C(=O)CSc2nnc(-c3ccoc3C)n2CC2CCCO2)cc1 (centres undefined) | -24 | 23
87 | O=C(OCN1C(=O)c2ccccc2C1=O)c1ccc2c(=O)n3c(nc2c1)CCC3 | 49 | 22
88 | Cc1cccn2c(=O)c3cc(C#N)c(=NC(=O)c4ccncc4)n(CCCOC(C)C)c3nc12 | -13 | 43
89 | CC(=O)c1c(C)[nH]c(C(=O)CSc2nnc(C3CCCCC3)n2N)c1C | 65 | 12
90 | O=C(NCc1ccccn1)C1CC(c2ccc(Cl)c(Cl)c2)=NO1 (centres undefined) | 6 | 37
91 | CC(NC(=O)Nc1ccccn1)N1C(=O)C2C3C=CC(C3)C2C1=O (centres undefined) | 8 | 41
92 | O=C(COC(=O)C1(c2ccccc2F)CCCC1)NC1CCS(=O)(=O)C1 (centres undefined) | -64 | 32
93 | O=C(C(c1ccccc1)c1ccccc1)N1CCC(c2nc(-c3ccccc3Cl)no2)CC1 | -8 | 19
94 | CCn1c(CNC(=O)C23CC4CC(CC(C4)C2)C3)nnc1SCC(=O)Nc1nnc(C)s1 | -97 | 73
95 | CCn1cnc2c1c(=O)n(CC(=O)Nc1ccc3c(c1)OC(F)(F)O3)c(=O)n2Cc1ccccc1 | 21 | 16
96 | COC(=O)C1=C(C)N(C(C)C)C(=O)C1(NC(=O)C1CCCCC1)C(F)(F)F (centres undefined) | -4 | 24
97 | NC(=O)CSc1nc(-c2ccccc2)c(-c2ccccc2)o1 | 25 | 16
98 | CC(=O)N1CCc2cc(C(=O)CN3CCCCC3)ccc21 | 7 | 34
99 | COc1ccc2cc(-c3nc4ccccc4n3C)c(=O)oc2c1 | -3 | 21
100 | CCOC(=O)Cc1cc(=O)[nH]c(/N=C(\N)Nc2ccc(C)cc2C)n1 | 24 | 16
101 | Cc1cc2c(c(=O)o1)C(C13C=CC(CC1)C3)C(C#N)=C(N)O2 (centres undefined) | -128 | 46
102 | CCCc1cc2c(c(NC(C)=O)n1)c(=O)oc1ccccc12 | -125 | 37
103 | CCc1c(C)sc(NC(=O)c2cc(C)no2)c1C#N | -66 | 56
104 | CCCc1nnc(NC(=O)c2ccncc2)s1 | -25 | 28
105 | CSc1nc2cc(F)c(F)cc2n1C | 9 | 34
106 | CCOC(=O)c1oc2nc(C(C)C)c3c(c2c1N)CC(C)(C)OC3 | 3 | 37
107 | CC(C)(C)NC(=O)Cn1c(SCC(=O)Nc2nccs2)nc2ccccc21 | -63 | 32
108 | O=c1[nH]c(CN2CCN(CCO)CC2)nc2ccccc12 | 77* | 3.9*
109 | CC(=O)Cc1nsc(NC(=O)c2cc(-c3cccc(C(F)(F)F)c3)oc2C)n1 | -18 | 44
110 | COc1cc(OC)cc(C(=O)NCCNC(=O)c2ccccc2)c1 | 14 | 14
111 | COc1ccccc1Cn1c(=S)[nH]c2cc(C(=O)NCCN3CCOCC3)ccc2c1=O | -8 | 43
112 | Cc1ccc(C(=O)/C=C/c2ccc(-c3ccccc3[N+](=O)[O-])o2)cc1 | -13 | 44
113 | Cc1nc2c(c(=O)n1CCC1=CCCCC1)c1nc3ccccc3nc1n2/N=C/c1ccco1 | 15 | 31
114 | COC(=O)Cc1cc(=O)[nH]c(Nc2nc3ccccc3o2)n1 | 75* | 4.1*
115 | COCCNC(=O)CN1CCN(Cc2cccc(Cl)c2)C1=O | -6 | 34
116 | CCc1ccc(OCC(=O)NCc2ccco2)c(Br)c1 | -5 | 22
117 | COC(=O)CCC(=O)NNC(=O)CCCOc1ccc(Cl)cc1Cl | -13 | 43
118 | COc1ccc(CNCCNC(=O)c2nonc2N)cc1OC | -32 | 22
119 | O=C(CCc1ccccc1)Nc1ccc(NC(=O)c2ccco2)nc1 | -77 | 60
